CRFR2-BP antag – antagonists of CRF-binding protein/CRF-R2 receptor complex; 350,000 compounds, 0.59% hits; inhibition, % at 11.8 µM; HEK293 CRF-R2/CRF-BP, CRF-induced calcium fluorescence; AID 588475;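 active = inhibition of the ligand-induced calcium signal above about 50% at the single tested concentration, limit read from the data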
CRFBP-R2 agonist – agonists of human CRF-binding protein/CRF-R2 receptor complex; HEK293 CRF-R2/CRF-BP, calcium dye fluorescence (FLIPR); percent of saturating CRF peptide response; activation, % at 13.2 µM; 350,000 compounds, 0.46% hits; AID 588473;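 active = activation of at least 50%, plus an integration ratio under a set limit after plate pattern correction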;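 also: plate controls were neutral control wells without compound for no effect and CRF at EC100 for full effect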
CHRM5 PAM – CHRM5 positive allosteric modulation; CHO-K1 hM5, Fluo-8 calcium, ACh EC20 PAM; 0% = ACh EC20, 100% = ACh EC100; activation, % at 3 µM; 360,000 compounds, 0.3% hits;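 active = activation above the run cutoff, the mean activation of all test compounds plus 3 SD, cut at about 18% in these data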
Target sequence (P08912 whole entry, looked up): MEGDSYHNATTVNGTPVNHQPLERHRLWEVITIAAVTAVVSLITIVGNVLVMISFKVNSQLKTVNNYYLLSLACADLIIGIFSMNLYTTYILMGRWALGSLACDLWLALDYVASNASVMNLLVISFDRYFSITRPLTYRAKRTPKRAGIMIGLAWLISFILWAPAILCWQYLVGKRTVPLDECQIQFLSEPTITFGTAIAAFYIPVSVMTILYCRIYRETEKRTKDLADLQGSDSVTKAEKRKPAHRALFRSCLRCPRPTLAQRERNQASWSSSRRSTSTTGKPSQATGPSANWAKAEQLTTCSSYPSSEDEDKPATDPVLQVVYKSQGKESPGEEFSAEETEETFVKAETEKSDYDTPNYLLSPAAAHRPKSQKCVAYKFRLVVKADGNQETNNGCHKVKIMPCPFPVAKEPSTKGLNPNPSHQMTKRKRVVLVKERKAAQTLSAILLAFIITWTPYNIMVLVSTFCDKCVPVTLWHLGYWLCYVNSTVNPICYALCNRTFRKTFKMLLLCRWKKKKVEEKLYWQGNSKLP
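Probe or stimulus: acetylcholine, EC20 level; Assay system: human M5 receptor in CHO-K1 cells; Schedule: compound preincubation 140 s before EC20 acetylcholine addition; Technique: intracellular calcium via Fluo-8 fluorescence; Dosing: single-point, 3 µM nominal; Read-out basis: percent activation from peak-over-basal fluorescence ratio, scaled EC20-to-EC100 acetylcholine; Repeats: one well per compound, no replicates.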
CHRM4 agonist – CHRM4 agonism in calcium assay | P08173 | CHO-K1 hM4/Gqi5, Fluo-8 calcium fluorescence; vehicle 0%, full acetylcholine response 100% | activation, % at 3 µM | 360,000 compounds, 0.14% hits;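 active = activation above the run mean over all test wells plus 3 SD, cut at about 32% in these data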;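 also: peak over basal fluorescence ratio per well then scaled between controls; 0% = DMSO wells and 100% = acetylcholine at EC100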
CHRM5 antagonist – blocks acetylcholine activation of human M5 receptor. CHO-hM5 cells, Fluo-8 calcium fluorescence, ACh EC80. inhibition, % at 3 µM. 360,000 compounds, 0.59% hits;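 active = inhibition above a per-plate cutoff, the mean of that plate's test compounds plus 3 SD, cut at about 27% in these data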;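 also: 0% = acetylcholine EC80 with DMSO and 100% = DMSO without agonist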
CHRM4 antagonist – antagonists of human muscarinic M4 receptor (CHRM4); P08173; CHO-hM4 cells, ACh EC80, Fluo-8 calcium fluorescence; inhibition, % at 3 µM; 360,000 compounds, 0.73% hits;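 active = inhibition above its plate's cutoff, the mean inhibition of sample wells plus 3 SD, cut at about 27% in these data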;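 also: 0% = acetylcholine EC80 with DMSO and 100% = DMSO without agonist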
CHRM1 PAM – positive allosteric modulators of human M1 muscarinic receptor; activation, % at 3 µM; CHO-K1 hM1, Fluo-8 calcium fluorescence, ACh EC20; 0% = ACh EC20, 100% = maximal ACh; P11229; 360,000 compounds, 0.088% hits; AID 588819; in the data active = activation above about 19%, passing the limit was not always enough
Target sequence (P11229 whole entry, looked up): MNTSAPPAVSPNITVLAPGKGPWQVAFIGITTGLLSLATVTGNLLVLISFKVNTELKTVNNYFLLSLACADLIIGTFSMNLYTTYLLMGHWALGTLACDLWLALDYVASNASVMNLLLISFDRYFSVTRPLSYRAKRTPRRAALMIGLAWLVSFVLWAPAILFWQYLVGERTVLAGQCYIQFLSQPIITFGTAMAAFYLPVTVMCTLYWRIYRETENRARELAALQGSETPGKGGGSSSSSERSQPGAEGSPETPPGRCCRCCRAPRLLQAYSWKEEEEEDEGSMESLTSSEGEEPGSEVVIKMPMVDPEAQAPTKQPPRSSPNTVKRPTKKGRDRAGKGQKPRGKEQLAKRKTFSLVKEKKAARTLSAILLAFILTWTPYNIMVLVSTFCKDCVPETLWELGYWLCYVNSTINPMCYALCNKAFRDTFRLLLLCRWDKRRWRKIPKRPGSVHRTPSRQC
CHRM4 PAM – CHRM4 positive allosteric modulation | P08173 | activation, % at 3 µM | 360,000 compounds, 0.4% hits | CHO-K1 hM4/Gqi5, Fluo-8 calcium fluorescence, ACh EC20; 0% = ACh EC20, 100% = maximal ACh;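 active = activation above its plate's cutoff, the mean activation of sample wells plus 3 SD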; also: some results filed as inactive read as strong as hits
CHRM5 agonist – CHRM5 agonism in calcium assay; P08912; CHO-K1 hM5 cells, Fluo-8 calcium fluorescence; 0% DMSO wells, 100% maximal acetylcholine response; activation, % at 3 µM; 360,000 compounds, 0.19% hits;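 active = activation above the run's mean over test compounds plus 3 SD, cut at about 23% in these data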;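 also: signal is peak over basal fluorescence ratio across the kinetic read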
Numbers without * were called inactive; . = no result given.

Codes: A = CRFR2-BP antag; B = CRFBP-R2 agonist; C = CHRM5 PAM; D = CHRM4 agonist; E = CHRM5 antagonist; F = CHRM4 antagonist; G = CHRM1 PAM; H = CHRM4 PAM; I = CHRM5 agonist
1) COCCNC(=O)c1ccc(N2CCCCC2)c(NS(=O)(=O)c2ccc(C)cc2)c1
  A = 15 | B = -1.0 | C = -5 | D = -1 | E = 2 | F = 4 | G = 8 | H = 4 | I = -1

2) CC(=O)Nc1ccc(NC(=O)c2ccco2)cc1
  A = 2 | B = 1.9 | C = -8 | D = 1 | E = 11 | F = 12 | G = 5 | H = -10 | I = -3

3) O=c1cc2oc3cc(O)c(O)cc3c(-c3ccccc3O)c-2cc1O
  A = -47 | B = 44 | C = -7 | D = 24 | E = 14 | F = 5 | G = -10 | H = -10 | I = 10

4) CN(CC(=O)Nc1ccccc1C(=O)Nc1ccccc1)C1CCCCC1
  A = -38 | B = -1.8 | C = -9 | D = 1 | E = 2 | F = -2 | G = 8 | H = 5 | I = -3

5) COC(=O)c1c(NC(=O)CC2Nc3ccccc3NC2=O)sc(C)c1C (stereo not drawn)
  A = 53* | B = 21 | C = 12 | D = 1 | E = -12 | F = 0 | G = 3 | H = 25 | I = 5

6) Cc1ccccc1C(=O)c1c[nH]c(C(N)=O)c1
  A = 4 | B = -2.1 | C = 1 | D = 1 | E = -1 | F = 0 | G = 0 | H = 2 | I = 1

7) CCN(CC)c1c(C)nc2ccc(C(=O)NCc3ccc4c(c3)OCO4)cn12
  A = . | B = . | C = -9 | D = 4 | E = 7 | F = -7 | G = -4 | H = -6 | I = -10

8) CCOC(=O)c1[nH]c(C)c(C(=O)NCc2ccc(C)cc2)c1C
  A = 0 | B = 2.9 | C = -2 | D = -1 | E = 2 | F = -18 | G = 0 | H = 3 | I = 2

9) O=c1cc(CSc2nnc(COc3ccccc3Cl)o2)nc2sccn12
  A = 1 | B = -2.9 | C = -3 | D = 6 | E = -3 | F = 6 | G = -7 | H = -5 | I = -1

10) Cc1ccc(C)c(OCC(=O)NCC(C)C)c1C
  A = -2 | B = -0.3 | C = -1 | D = 0 | E = 9 | F = -3 | G = 11 | H = 11 | I = -4

11) C=CCSc1nc(-c2ccccc2)c(C#N)c(=O)[nH]1
  A = 24 | B = 0.3 | C = 3 | D = 0 | E = 1 | F = -3 | G = 9 | H = 7 | I = 2

12) CCOC(=O)N1CCN(/C=C(\C#N)c2nc3ccccc3s2)CC1
  A = -11 | B = 3.2 | C = 0 | D = 1 | E = 1 | F = -7 | G = 13 | H = 5 | I = 3

13) COc1ccc(C2=CC(c3ccc(Cl)cc3)n3cnnc3N2)cc1OC (stereo not drawn)
  A = -49 | B = 80* | C = 3 | D = 1 | E = -3 | F = -6 | G = 0 | H = 0 | I = -4

14) CC(C)COC(=O)N(C)C[C@H]1OCc2cn(nn2)CCCC(=O)N([C@@H](C)CO)C[C@@H]1C
  A = . | B = . | C = 0 | D = 0 | E = 1 | F = -4 | G = 6 | H = 6 | I = 1

15) NC(=O)c1snnc1-c1ccccc1
  A = 13 | B = -1.3 | C = -4 | D = 0 | E = 9 | F = -1 | G = 10 | H = -12 | I = -3

Reformatted: 11 of the compounds above
No.	Compound	CRFR2-BP antag	CRFBP-R2 agonist	CHRM5 PAM	CHRM4 agonist	CHRM5 antagonist	CHRM4 antagonist	CHRM1 PAM	CHRM4 PAM	CHRM5 agonist
1	COCCNC(=O)c1ccc(N2CCCCC2)c(NS(=O)(=O)c2ccc(C)cc2)c1	15	-1.0	-5	-1	2	4	8	4	-1
2	CC(=O)Nc1ccc(NC(=O)c2ccco2)cc1	2	1.9	-8	1	11	12	5	-10	-3
3	O=c1cc2oc3cc(O)c(O)cc3c(-c3ccccc3O)c-2cc1O	-47	44	-7	24	14	5	-10	-10	10
4	CN(CC(=O)Nc1ccccc1C(=O)Nc1ccccc1)C1CCCCC1	-38	-1.8	-9	1	2	-2	8	5	-3
5	COC(=O)c1c(NC(=O)CC2Nc3ccccc3NC2=O)sc(C)c1C (stereo not drawn)	53*	21	12	1	-12	0	3	25	5
6	Cc1ccccc1C(=O)c1c[nH]c(C(N)=O)c1	4	-2.1	1	1	-1	0	0	2	1
7	CCN(CC)c1c(C)nc2ccc(C(=O)NCc3ccc4c(c3)OCO4)cn12	.	.	-9	4	7	-7	-4	-6	-10
8	CCOC(=O)c1[nH]c(C)c(C(=O)NCc2ccc(C)cc2)c1C	0	2.9	-2	-1	2	-18	0	3	2
9	O=c1cc(CSc2nnc(COc3ccccc3Cl)o2)nc2sccn12	1	-2.9	-3	6	-3	6	-7	-5	-1
10	Cc1ccc(C)c(OCC(=O)NCC(C)C)c1C	-2	-0.3	-1	0	9	-3	11	11	-4
11	C=CCSc1nc(-c2ccccc2)c(C#N)c(=O)[nH]1	24	0.3	3	0	1	-3	9	7	2

Next section
Codes: A = CRFR2-BP antag; B = CRFBP-R2 agonist; C = CHRM5 PAM; D = CHRM4 agonist; E = CHRM5 antagonist; F = CHRM4 antagonist; G = CHRM1 PAM; H = CHRM4 PAM; I = CHRM5 agonist
16) Cc1cccc(N(C)c2cc(-c3ccc(F)cc3)nc3ccnn23)c1
  A = . | B = . | C = 1 | D = -1 | E = -5 | F = 3 | G = 7 | H = -7 | I = 0

17) O=C(c1ccccc1)N1CCN(C(=O)c2ccc([N+](=O)[O-])cc2)CC1
  A = 5 | B = 0.8 | C = 0 | D = 1 | E = -10 | F = -13 | G = -4 | H = 6 | I = -3

18) O=C(NC1CCN(S(=O)(=O)c2ccc(F)cc2)CC1)c1cccnc1
  A = 5 | B = -1.2 | C = 0 | D = 2 | E = 4 | F = -9 | G = 15 | H = 3 | I = -3

19) Cc1cc(OCC(=O)OCC(=O)N2CC(C)CC(C)C2)ccc1Cl (stereo not drawn)
  A = 6 | B = 2.0 | C = 8 | D = 6 | E = 2 | F = -2 | G = -3 | H = 4 | I = 1

20) COc1ccc(CN2CCOCC2)cc1Br
  A = 5 | B = -0.4 | C = -1 | D = 1 | E = 0 | F = 4 | G = -10 | H = -1 | I = 2

21) c1ccc(-c2cnnc(N3CCCCC3)n2)cc1
  A = 1 | B = 9.4 | C = -2 | D = 1 | E = 0 | F = 0 | G = 5 | H = 7 | I = -5

22) CCOC(=O)c1ccc(NC(=O)c2cccc3c2C(=O)N(CC2CCCO2)C3)cc1 (stereo not drawn)
  A = 60* | B = 82* | C = -4 | D = 2 | E = 0 | F = -3 | G = 2 | H = -1 | I = 1

23) C=C(C)CNC(=S)NNC(=O)c1ccncc1
  A = -8 | B = 0.8 | C = 4 | D = 0 | E = 1 | F = 4 | G = 6 | H = -7 | I = -2

24) O=C(O)CCCC(=O)Nc1ccc(Sc2ccc([N+](=O)[O-])cc2)cc1
  A = 5 | B = 1.8 | C = -8 | D = 0 | E = 6 | F = -2 | G = 6 | H = 3 | I = -1

25) O=C(Nc1ccc(NC(=O)C2CC2)cc1)c1ccco1
  A = 3 | B = 0.9 | C = -4 | D = 3 | E = -3 | F = -31 | G = 3 | H = 10 | I = -4

26) CC1Oc2ccccc2N(CC(=O)Nc2ccccc2F)C1=O (stereo not drawn)
  A = 4 | B = 0.2 | C = -2 | D = 0 | E = 0 | F = -1 | G = 3 | H = -1 | I = 2

27) NC(=O)NC(=O)COC(=O)c1ccc(OC(F)F)cc1
  A = 6 | B = -0.1 | C = 2 | D = 1 | E = 8 | F = 6 | G = 9 | H = -2 | I = -1

28) Cc1ccc(OCc2nc(-c3ccccn3)no2)cc1
  A = -15 | B = -1.4 | C = -2 | D = 0 | E = -2 | F = 3 | G = 4 | H = 2 | I = 1

29) O=C(c1cccc(S(=O)(=O)N2CCc3ccccc32)c1)N1CCN(c2ccccc2)CC1
  A = -8 | B = -0.4 | C = -6 | D = 5 | E = 4 | F = -10 | G = 9 | H = -3 | I = -1

30) COc1nc(N)nc(NC(=O)c2cccs2)c1N=O
  A = -7 | B = 0.1 | C = -3 | D = 1 | E = 5 | F = -5 | G = 10 | H = -14 | I = 0

31) O=[N+]([O-])c1ccc2c(c1)nc1n2CCSC1
  A = -22 | B = -2.8 | C = 2 | D = 1 | E = -2 | F = -13 | G = 2 | H = 0 | I = -2

32) O=C(O)c1ccc2c(=O)n3c(nc2c1)/C(=C/c1cccc(Cl)c1Cl)CC3
  A = -10 | B = 0.4 | C = -4 | D = 1 | E = 3 | F = -2 | G = 4 | H = -6 | I = -1

33) Cc1cc(C)c(NC(=O)CSc2nc3ccc(N4C(=O)c5ccccc5C4=O)cc3s2)c(C)c1
  A = 5 | B = 0.0 | C = 2 | D = 1 | E = 9 | F = -1 | G = 12 | H = -1 | I = -2

34) CC(C)(C)c1ccc(OCC(O)CN(CCO)CC(O)Cn2ccc3ccccc32)cc1 (stereo not drawn)
  A = -20 | B = 0.1 | C = 1 | D = 7 | E = -1 | F = -2 | G = 2 | H = -2 | I = 0

35) CC(=O)c1cnc(SCc2ccc(Cl)cc2)nc1C
  A = -2 | B = 0.5 | C = 11 | D = -1 | E = 3 | F = -6 | G = 10 | H = 2 | I = -4

36) C[C@H]1CN([C@@H](C)CO)S(=O)(=O)c2ccc(-c3cccc(F)c3)cc2O[C@@H]1CN(C)C
  A = -9 | B = 1.3 | C = -6 | D = 2 | E = 6 | F = -14 | G = 13 | H = -3 | I = 0

37) Cc1nc(Cc2nnc(SCC(=O)Nc3c(C)cccc3C)o2)cs1
  A = 6 | B = 1.0 | C = 8 | D = 1 | E = -5 | F = -4 | G = 17 | H = 15 | I = 0

38) COC(=O)c1ccc2nc(C(F)(F)F)[nH]c2c1
  A = 3 | B = -0.9 | C = 9 | D = 1 | E = 8 | F = 2 | G = 10 | H = 4 | I = 1

39) O=C1CCC(c2ccccc2)(c2ccccc2)CC1
  A = 19 | B = -5.1 | C = 0 | D = -2 | E = 11 | F = 10 | G = -1 | H = -2 | I = -5

Screening results: PubChem, several laboratories
